Kir21 block: inhibitors of mouse Kir2.1 inward-rectifier potassium channel; HEK293-Kir2.1, FluxOR thallium flux fluorescence; active compounds read low; B-score at 10 µM; Inward rectifier potassium channel 2 (Mus musculus), P35561; 0.85% of 310,000 active;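 active = fluorescence ratio B-score at or below minus 3 SD of library scores, with starting-brightness B-score within 2 SD, cut at about -4.2 in these data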;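 also: channel flux triggered by added potassium and thallium sulfate stimulus; B-score of peak minus minimum fluorescence over baseline after thallium stimulus; more negative B-score means stronger Kir2.1 block with less thallium influx; some compounds called inactive have numbers as strong as hits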
Target sequence (P35561 whole entry, looked up): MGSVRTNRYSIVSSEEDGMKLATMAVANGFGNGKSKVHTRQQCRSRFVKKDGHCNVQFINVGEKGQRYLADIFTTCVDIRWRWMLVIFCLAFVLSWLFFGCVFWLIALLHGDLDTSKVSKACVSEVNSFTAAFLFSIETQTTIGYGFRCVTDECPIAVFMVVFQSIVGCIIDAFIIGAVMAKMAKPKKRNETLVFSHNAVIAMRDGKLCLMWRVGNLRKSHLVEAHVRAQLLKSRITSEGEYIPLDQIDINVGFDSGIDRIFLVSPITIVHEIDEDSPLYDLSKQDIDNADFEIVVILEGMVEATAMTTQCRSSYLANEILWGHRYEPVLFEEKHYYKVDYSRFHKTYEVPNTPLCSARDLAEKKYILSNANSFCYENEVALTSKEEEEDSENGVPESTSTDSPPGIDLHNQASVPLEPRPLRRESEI
KCNQ2 block: KCNQ2 potassium channel inhibitors, primary screen, cell-based, CHO-K1, FluxOR thallium flux, B-score (AID 2156). B-score at 10 µM. 20 min; active compounds read low. Potassium voltage-gated channel subfamily KQT member 2 (Rattus norvegicus), O88943. 1.1% of 310,000 active;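 active = fluorescence ratio B-score at most minus 3 library SDs, with starting brightness B-score within 2 library SDs, cut at about -5.5 in these data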
CHT block: inhibitors of human choline transporter CHT; High affinity choline transporter 1 (Homo sapiens), Q9GZV3; CHT-expressing cells, membrane potential dye, choline response; active compounds read low; B-score at 10 µM; 0.86% of 310,000 active; AID 488975, 2010;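 active = B-score over 3 SD under the library average, and starting fluorescence ratio not unusually high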;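 also: choline stimulus applied at its EC90 after an EC20 pre-addition; B-score computed on integrated fluorescence ratio after choline addition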
Target sequence (Q9GZV3 whole entry, looked up): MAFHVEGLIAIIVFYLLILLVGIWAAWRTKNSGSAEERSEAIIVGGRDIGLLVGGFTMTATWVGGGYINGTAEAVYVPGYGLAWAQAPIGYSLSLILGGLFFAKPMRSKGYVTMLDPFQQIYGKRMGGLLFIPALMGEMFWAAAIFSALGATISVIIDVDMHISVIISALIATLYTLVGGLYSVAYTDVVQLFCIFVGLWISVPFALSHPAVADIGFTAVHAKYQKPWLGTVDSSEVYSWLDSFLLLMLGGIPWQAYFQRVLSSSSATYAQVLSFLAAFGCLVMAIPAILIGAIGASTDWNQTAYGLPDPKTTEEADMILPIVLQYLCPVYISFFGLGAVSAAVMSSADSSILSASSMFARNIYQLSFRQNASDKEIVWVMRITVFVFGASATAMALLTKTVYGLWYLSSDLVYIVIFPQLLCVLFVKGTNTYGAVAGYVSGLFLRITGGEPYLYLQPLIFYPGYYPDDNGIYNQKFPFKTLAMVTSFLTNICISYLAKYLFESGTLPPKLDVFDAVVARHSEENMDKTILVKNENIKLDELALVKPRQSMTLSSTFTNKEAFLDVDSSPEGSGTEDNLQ
The depositor's hits bear a star; i = inactive; x = no result given.

SMILES | Kir21 block | KCNQ2 block | CHT block
CCC(O)CNc1nc(SC)nc2sc3c(c12)CCN(C)C3 (configuration not stated) | -0.31 | i | i
COc1ccc(Cl)cc1N1C(=O)/C(=C\c2sccc2C)N=C1SCC(=O)NC1CC1 | -1.4 | i | i
Cc1nnc(SCC(=O)N2CC(=O)Nc3ccccc32)n1-c1ccccc1 | 0.41 | i | i
NC(=O)c1ccccc1NC(=O)N1CCOCC1 | -1.1 | i | i
Cc1ccc(SCC(=O)N/N=C/c2ccco2)cc1 | 0.1 | i | i
COC(=O)c1cccc(CSC(=S)N2CCCC2)c1 | 1.1 | i | i
CN(Cc1ccccc1)C(=O)C1CCN(S(C)(=O)=O)CC1 | -0.32 | i | i
COc1cccc(-c2nc(CS(=O)(=O)CC(=O)NCCCN3C(C)CCCC3C)c(C)o2)c1 (configuration not stated) | 1.1 | i | i
CCCCNC(=O)c1c(CSc2ccc(Cl)cc2)noc1C(=O)NCc1ccccc1 | 1.3 | i | i
CC(C)(C)c1ccc(O)c(N=Cc2cc3c(cc2[N+](=O)[O-])OCO3)c1 | 0.65 | i | i
CCCC(=NC(C)CC)C1=C(O)CC(c2ccccc2)CC1=O (configuration not stated) | -1.4 | i | i
O=C(COc1ccc(Br)cc1CO)Nc1ccccc1F | 2.5 | i | i
S=C(Nc1ccccc1)Nc1ccc2cn[nH]c2c1 | -0.98 | i | i
O=C(Nc1nc2ccc(Cl)cc2s1)c1cccc(N2C(=O)CCC2=O)c1 | -0.06 | i | i
CCOC(=O)c1cc(-c2cccnc2)nn1-c1ccccn1 | 1.6 | i | i
O=C(CCN1CCOCC1)Nc1cccc(Br)c1 | -0.63 | i | i
Cc1[nH]c2ccc(F)cc2c1CCN(Cc1cccnc1)C(=S)Nc1cccc(F)c1 | -1.4 | i | i
COc1ccccc1NC(=O)CSc1nnc(CNC(=O)c2ccco2)o1 | -0.81 | i | i
Cc1ccc(OCC(=O)NC(=S)Nc2cccc(NC(=O)c3ccccc3Cl)c2)cc1 | 0.24 | i | i
CCN1CCN(C(CNC(=O)c2ccc3c(c2)OCO3)c2cccnc2)CC1 (configuration not stated) | 1.6 | i | i
CCOC(=O)c1sc(NC(=O)C2CC2)cc1C | 1.9 | i | i
CCOc1ccc(/C=N/NC(=O)c2[nH]c3ccc(C)cc3c2C)cc1 | -0.43 | i | i
O=C(NCCCn1ccnc1)/C(=C\c1cccnc1)NC(=O)c1ccco1 | -0.75 | i | i
COc1cc(C(=S)N2CCOCC2)cc(OC)c1OC | -0.46 | i | i
O=C(NN=C1CCCC1)c1cc(Cl)cc(Cl)c1O | 0.08 | i | i
CCCNc1nc2ccccc2c(=O)[nH]1 | -0.03 | i | i
COc1cc(/C=N/NC(=O)Cn2nnc3ccccc32)ccc1O | 0.89 | i | i
Cc1ccc(C)c(-n2c(-c3ccco3)n[nH]c2=S)c1 | 0.17 | i | i
Nc1ccc2nc3c(=O)n(CCc4ccccc4)c(=O)[nH]c3nc2c1 | -11 | i | i
COc1cccc(C(=O)Nc2ccc(F)cc2F)c1 | 0.95 | i | i
Cc1cccc(NC(=S)NNc2cccc(Cl)c2)c1 | -1.6 | i | i
CCc1ccc(-n2c(SCC(=O)Nc3ccc(C(=O)O)cc3)nnc2-c2ccncc2)cc1 | 0.02 | i | i
CCOC(=O)N1CCN(C(=O)c2ccccc2NC(C)=O)CC1 | -2.2 | i | i
CCCN(CCC)S(=O)(=O)c1ccc(C(=O)Nc2nc(-c3ccccc3)c(C(=O)OCC)s2)cc1 | 0.14 | i | i
COC(=O)c1ccc(NC(=O)C2CCN(C(=O)c3cc(OC)c(OC)c(OC)c3)CC2)cc1 | 0.22 | i | i
Cc1ccc(CNC(=O)c2ccccc2NC(=O)C2=CSCCO2)cc1 | 0.25 | i | i
CCOC1(c2ccccc2)OC(=O)c2ccccc21 (configuration not stated) | -1.3 | i | i
Brc1ccc(CNCc2cccs2)cc1 | 0.86 | i | i
CS(=O)(=O)c1cccc(-c2nnc(NC(=O)CCS(=O)(=O)c3ccccc3)o2)c1 | 0.99 | i | i
O=C(O)c1ccc(N/N=C/C=C/c2ccc([N+](=O)[O-])o2)cc1 | -1.4 | i | i
NC(=S)N/N=C/c1coc2ccc(F)cc2c1=O | -0.3 | i | i
COc1ccccc1CC(=O)Nc1ccccc1C(=O)O | -0.53 | i | i
O=C(Nc1ccc(C(=O)N2CCCCC2)cc1)c1ccc([N+](=O)[O-])cc1 | 0.22 | i | i
CC(C)C[C@H](NC(=O)NCc1ccc(F)cc1)C(=O)O | -0.68 | i | i
O=C(Nc1cc(Cl)cc(Cl)c1)c1coc(=O)c(Br)c1 | 0.82 | i | i
Cc1ccc(-n2ncc3c(=O)n(CC(=O)OCc4ccccc4)cnc32)cc1 | -0.68 | i | i
CN1CCN(C(=O)C2(NC(=O)NCc3ccccc3)CCCCC2)CC1 | 0.88 | i | i
CCc1ccc(NC(=O)Nc2cnccn2)cc1 | -0.54 | i | i
O=C(Nc1c(C(=O)O)oc2ccc(Br)cc12)c1ccccc1 | -1.5 | i | i
CCOc1ncccc1C(=O)Nc1ccccc1C(=O)NCc1ccc2c(c1)OCO2 | 0.32 | i | i
Next compounds follow.
SMILES | Kir21 block | KCNQ2 block | CHT block
CN(CC(=O)Nc1ccccc1Br)C(=O)COc1cccc2c1OC(C)(C)C2 | -0.85 | i | i
CCOC(=O)C(C)n1cnc2scc(-c3ccc(C)cc3)c2c1=O (configuration not stated) | -0.06 | i | i
OCCOCCNc1ncnc2c1c(-c1ccccc1)cn2-c1ccccc1 | -0.04 | i | i
COC(=O)CSc1nc2sc3c(c2c(=O)n1-c1ccccc1)CCN(C)C3 | -0.23 | i | i
CCN(CC(=O)Nc1c(F)cccc1F)C(=O)CSCC(=O)Nc1cc(C)on1 | 3.4 | i | i
CCC(C(=O)O)n1c2ccccc2c2cn[nH]c(=O)c21 (configuration not stated) | 0.5 | i | i
COc1ccc(C(=O)OCC(=O)NCc2ccccc2)c(OC)c1OC | 0.39 | i | i
COc1ccc(OC)c(S(=O)(=O)NCc2ccccc2)c1 | -2.3 | i | i
Cc1cccc(C)c1NC(=O)COC(=O)CCC(=O)c1cccs1 | 0 | i | i
CCSC1(SCC)N=C(N)C2(C#N)C(c3ccccc3)NC3=C(CCC3)C12C#N (configuration not stated) | -0.75 | i | i
COn1c(=O)c(-c2cccs2)[n+]([O-])c2ccccc21 | -4 | i | i
O=C1c2cc(F)ccc2-n2c1nc1ccccc1c2=O | 2.5 | i | i
COCCNC(=O)/C(C#N)=C/c1cc(C)n(-c2ccc(C)cc2)c1C | -1 | i | i
Cc1ccc[n+](CC(=O)Nc2ccc(Cl)c([N+](=O)[O-])c2)c1 | 0.4 | i | i
COc1cccc(N2CCN(C(=O)C3CCN(S(=O)(=O)c4ccc5c(c4)CC(C)N5C(C)=O)CC3)CC2)c1 (configuration not stated) | 1.2 | i | i
O=C(N/N=C/c1cccc(OC(=O)c2ccc([N+](=O)[O-])cc2)c1)c1cccnc1 | -0.2 | i | i
Cc1[nH]n(-c2ncc(-c3ccccc3)s2)c(=O)c1C(c1ccc(Cl)cc1)C(C#N)C#N (configuration not stated) | -2.9 | -7.2* | i
Cc1ccc2[nH]c(=O)c3cc(C(=O)NCCN4CCN(C)CC4)sc3c2c1 | 1.4 | i | i
CCOC(=O)c1c(S(=O)(=O)Nc2cccc(-c3ccno3)c2)c(C)n(C)c1C | 0 | i | i
N/C(=N\OC(=O)C(c1ccccc1)c1ccccc1)c1ccccn1 | -0.58 | i | i
Cc1ccccc1NC(=O)C1CCN(C(=O)N2CCOc3ccccc32)CC1 | -0.25 | i | i
CC(C)(C)NC(=O)N1CCC(CO)(Cc2ccccc2Cl)CC1 | 0.16 | i | i
O=C(COC(=O)c1ccc(N2CCCC2=O)cc1)NCc1ccco1 | 0.14 | i | i
CCOc1ccc(Cn2nnc(C(=O)NCCc3ccccc3)c2N)cc1 | -1.5 | i | i
COC(=O)c1ccc(C2c3c(oc4ccccc4c3=O)C(=O)N2CCCN2CCOCC2)cc1 (configuration not stated) | -0.5 | i | i
Cc1ccc(-c2csc(NC(=O)c3ccc(C)o3)n2)cc1 | 1.4 | i | i
O=c1cc(-c2ccc3c(c2)OCO3)oc2ccccc12 | 0.36 | i | i
Cc1cc(C)cc(N(CC(=O)NC2CCCC2)C(=O)C2(C)CC(=O)N=C3C=CC=CN32)c1 (configuration not stated) | -0.43 | i | i
CC(=O)OCC1=C(C(=O)O)N2C(=O)C(NC(=O)c3ccc(COc4cccc(Cl)c4Cl)o3)C2SC1 (configuration not stated) | 0.18 | i | i
Cc1cccc(/C=N/NC(=O)c2ccc(NC(=O)c3ccccc3Cl)cc2)n1 | 1.6 | i | i
COc1ccc(/C(N)=N/OC(=O)CCc2ccccc2)cc1OC | 0.98 | i | i
CCOC(=O)CSc1ncnc2c1cnn2-c1ccc(Cl)cc1 | -0.04 | i | i
COc1ccc(COC(=O)C2CC(=O)N(Cc3ccc(C)cc3)C2)cc1 (configuration not stated) | -0.89 | i | i
Cc1c(Cc2ccc3c(c2)OCO3)sc(NC(=O)c2ccc3ccccc3c2)c1C(N)=O | -0.55 | i | -6.6*
O=C(Nc1ccccc1-c1ccccc1)C12CC3CC(CC(C3)C1)C2 | -0.24 | i | i
Cn1c(=O)c2sccc2n2c(CCCC(=O)NCc3cccnc3)nnc12 | 0.39 | i | i
Cc1ccc2cc(CCNC(=O)c3ccc(S(=O)(=O)N4CCOCC4)cc3)c(=O)[nH]c2c1 | 0.23 | i | i
Cc1cc(-c2nnc3n2N=C(c2ccc(F)cc2)CS3)n[nH]1 | -1.9 | i | i
CC1CCCCN1C(=O)CN1C(=O)CSc2ccc(S(=O)(=O)N3CCOCC3)cc21 (configuration not stated) | 0.68 | i | i
Cc1cc(C)cc(Nc2ccc3nonc3c2[N+](=O)[O-])c1 | 0.13 | i | i
CCOc1cc(S(=O)(=O)NCc2ccc3c(c2)OCO3)c(C)cc1C | -6.6* | i | i
CCCCN=c1sc(C(=O)OC)cc(=O)n1CCCC | -0.96 | i | i
CN(C1CCCCC1)S(=O)(=O)c1ccc(NC(=O)Cn2nc(-c3ccc(F)cc3)ccc2=O)cc1 | 1.7 | i | i
O=C(CCc1ccccc1)N1CCCC(Nc2ccc(F)cc2)C1 (configuration not stated) | -0.66 | i | i
COc1ccc2c(c1)Sc1ccccc1N2 | -0.74 | i | x
Cn1c(CCNC(=O)c2ccc(F)cc2)nc2ccccc21 | -2.8 | i | i
CSC[C@@H]1NC(=S)N(c2ccc(C)cc2)C1=O | -3.5 | i | i
COc1ccc(CCNC(=O)c2cccc(C(=O)NCCc3ccc(OC)cc3)n2)cc1 | 0.86 | i | i
CCOC(=O)N1CCN(C(=O)CSc2nc(=O)n3cc(C)ccc3n2)CC1 | -2.6 | i | i
Cc1ccc(CNC(=O)c2sc3ccc(S(=O)(=O)N4CCCCC4)cc3c2N)cc1 | 0.98 | i | i

By substructure, those above containing an aryl thioether with sulfur outside any ring.
SMILES | Kir21 block | KCNQ2 block | CHT block
CCC(O)CNc1nc(SC)nc2sc3c(c12)CCN(C)C3 (configuration not stated) | -0.31 | i | i
Cc1nnc(SCC(=O)N2CC(=O)Nc3ccccc32)n1-c1ccccc1 | 0.41 | i | i
Cc1ccc(SCC(=O)N/N=C/c2ccco2)cc1 | 0.1 | i | i
CCCCNC(=O)c1c(CSc2ccc(Cl)cc2)noc1C(=O)NCc1ccccc1 | 1.3 | i | i
COc1ccccc1NC(=O)CSc1nnc(CNC(=O)c2ccco2)o1 | -0.81 | i | i
CCc1ccc(-n2c(SCC(=O)Nc3ccc(C(=O)O)cc3)nnc2-c2ccncc2)cc1 | 0.02 | i | i
COC(=O)CSc1nc2sc3c(c2c(=O)n1-c1ccccc1)CCN(C)C3 | -0.23 | i | i
CCOC(=O)CSc1ncnc2c1cnn2-c1ccc(Cl)cc1 | -0.04 | i | i
CCOC(=O)N1CCN(C(=O)CSc2nc(=O)n3cc(C)ccc3n2)CC1 | -2.6 | i | i

(list continues)
SMILES | Kir21 block | KCNQ2 block | CHT block
Cc1ccc(N2OC3C(=O)NC(=O)C3C2c2ccco2)cc1 (configuration not stated) | 1.4 | i | i
O=C(Nc1nnc(N2CCCCCC2)s1)c1cc(-c2ccc(Br)cc2)on1 | 2 | i | i
COc1cccc(NC(=O)c2cccc(OC)c2OC)c1 | 1.4 | i | i
CCn1nc(NS(=O)(=O)c2ccccc2)c2cc3ccc(C)cc3nc21 | 1.4 | i | i
COC(=O)c1c(C)[nH]c(C(=O)CSc2nnnn2-c2ccccc2)c1C | -1.8 | i | i
Cc1ncccc1C(=O)N1CCCC(C(=O)c2ccc3c4c(cccc24)CC3)C1 (configuration not stated) | -0.82 | i | i
Cc1ccc(Cn2c(C3CCCN3c3nc(-c4ccc(F)cc4)cs3)nc3cc(C(=O)NCCCO)ccc32)cc1 (configuration not stated) | 0.22 | i | i
COc1ccc(OC)c(C(=O)C2COC(=O)C2)c1 (configuration not stated) | 0.26 | i | i
Cc1cccc(-c2nnc(SCC(=O)N3c4ccccc4CCc4ccccc43)n2C)c1 | -1.4 | i | i
Cc1cc(=O)oc2c(C)c(OCC(=O)N3CCN(c4cccc(Cl)c4)CC3)ccc12 | -0.01 | i | i
COc1ccc(NC(=O)CC2Oc3ccc(C)cc3NC2=O)cc1 (configuration not stated) | -0.03 | i | i

Screening results deposited in PubChem BioAssay by Johns Hopkins Ion Channel Center.
